V1R ag counter – agonists of human V1a receptor, primary screen, counter-screen for OXTR agonist project, fluorescence, CHO-V1R cells | activation, % at 3 µM | 320,000 tested, 0.25% active | Fluo-8 calcium fluorescence, agonist mode; 0% DMSO, 100% 3 nM vasopressin | Vasopressin V1a receptor (Homo sapiens), P37288 | AID 2797, 2010;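 active = activation above the mean activation of all tested compounds plus 3 SD, per screening run, cut at about 20% in these data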;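 note: signal is peak over basal fluorescence ratio across a 100 second FLIPR read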
TAAR1 antag – human TAAR1 antagonists, primary screen, Fluo-8 calcium fluorescence, CHO RD-HGA16 cells. antagonist. 360,000 tested, 1.5% active. inhibition, % at 3 µM;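 active = inhibition above a per-plate cutoff, the mean inhibition of test compounds on that plate plus 3 SD, cut at about 49% in these data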;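 note: 0% = DMSO plus EC80 beta-PEA response and 100% = DMSO alone without agonist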
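test system = CHO RD-HGA16 cells bearing hTAAR1 | replication = singlicate | controls = DMSO-only wells and EC80 β-PEA-stimulated wells | reagent = EC80 β-phenethylamine stimulus | read-out basis = percent inhibition of PEA-evoked calcium signal, max/basal emission ratio | schedule = seeding 17-24 h prior, 75-min 37 °C, 30-min RT dye loading | signal = kinetic Fluo-8 calcium fluorescence measurement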
CHO-K1 Ca antag – counter-screen for M1 antagonists: effect in parental CHO-K1 cells; ATP-induced calcium, Fluo-8 fluorescence; inhibition, % at 3 µM; 360,000 tested, 0.6% active;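 active = inhibition above a per-plate cutoff, the plate's mean sample inhibition plus 3 SD, cut at about 24% in these data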;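 note: 0% = DMSO plus EC80 ATP and 100% = DMSO alone without ATP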
CHO-K1 Ca ag – counter-screen for M1 agonists: effect in parental CHO-K1 cells. Fluo-8 calcium fluorescence; scaled to maximal ATP response, vehicle zero. activation, % at 3 µM. AID 602248, 2012. 360,000 tested, 0.48% active; in the data active = activation above about 15%;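 note: untransfected CHO-K1 host cells lacking M1 receptor as counterscreen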
TAAR1 ag – human TAAR1 agonists, primary screen, Fluo-8 calcium fluorescence, CHO RD-HGA16 cells; Trace amine-associated receptor 1 (Homo sapiens), Q96RJ0; vehicle wells 0%, saturating PEA agonist 100%; activation, % at 3 µM; 360,000 tested, 0.99% active; AID 624467, 2012;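 active = activation above the mean activation of all test compounds in the run plus 3 SD, cut at about 38% in these data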
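Test system: RD-HGA16 (CHO) cells co-expressing Gα16 and hTAAR1 / Benchmarks: DMSO vehicle as 0%, PEA at EC100 as 100% / Repeats: no replicates (n 1) / Measure: % activation from peak over basal fluorescence ratio, DMSO-to-PEA scaled / Timing: 17-24 h plating, Fluo-8 75 min 37 °C, 30 min RT / Technique: kinetic Fluo-8 calcium fluorescence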
OXTR potentiate – human OXTR potentiators, primary screen, fluorescence, CHO-OTR cells, Fluo-8 calcium. Fluo-8 calcium fluorescence, potentiator mode; 0% = oxytocin EC15, 100% = EC100. Oxytocin receptor (Homo sapiens), P30559. 320,000 tested, 0.061% active. activation, % at 3 µM;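 active = activation above that plate's cutoff, the mean activation of tested compounds plus 3 SD, cut at about 6.6% in these data, passing the limit was not always enough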;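 note: 100% uses oxytocin at 75 nM as the full agonist control; some results filed as inactive read as strong as hits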
Target sequence (P30559 whole entry, looked up): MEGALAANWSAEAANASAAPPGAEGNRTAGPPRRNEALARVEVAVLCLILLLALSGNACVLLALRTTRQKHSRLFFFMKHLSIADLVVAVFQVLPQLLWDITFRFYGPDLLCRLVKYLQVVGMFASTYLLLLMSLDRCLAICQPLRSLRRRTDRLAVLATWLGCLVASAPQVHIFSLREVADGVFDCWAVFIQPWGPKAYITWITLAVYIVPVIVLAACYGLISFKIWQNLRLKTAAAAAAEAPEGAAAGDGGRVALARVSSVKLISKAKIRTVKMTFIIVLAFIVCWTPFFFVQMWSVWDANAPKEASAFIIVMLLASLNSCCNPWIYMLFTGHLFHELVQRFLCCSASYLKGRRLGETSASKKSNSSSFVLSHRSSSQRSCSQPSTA
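Material: CHO-OTR cells, human receptor; compound dosing: single dose, 3.0 µM nominal final compound concentration; schedule: 6 min compound pre-incubation at room temperature, 100 s kinetic read; measured by: kinetic Fluo-8 calcium fluorescence; read-out basis: % activation vs EC15 and EC100 oxytocin; controls: EC15 oxytocin alone as 0%, 75 nM oxytocin as 100%; replicates: singlicate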
CHO-K1 Ca PAM – nonselective calcium activators in parental CHO-K1 cells, primary screen, counter-screen for M1 PAM project, cell-based, Fluo-8 calcium fluorescence, full deck, 1536-well. ATP EC20; 0% at ATP EC20, 100% at ATP max. activation, % at 3 µM. 360,000 tested, 0.02% active. AID 602247, 2012;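 active = activation above the run cutoff, the mean activation of all test compounds plus 3 SD, cut at about 40% in these data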;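 note: peak over basal fluorescence ratio in a 140 s read after ATP addition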
CHO parental Ca – ATP-evoked calcium signal inhibitors, parental CHO, primary screen, counter-screen for OX1R antagonist project, cell-based, fluorescence, Fluo-8 calcium dye; 330,000 tested, 0.63% active; parental CHO-K1, ATP-induced calcium, Fluo-8 fluorescence; AID 463079, 2010; inhibition, % at 5.6 µM;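 active = inhibition above that plate's mean sample inhibition plus 3 SD, cut at about 26% in these data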;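 note: 0% = ATP-challenged DMSO wells and 100% = DMSO wells without ATP; some compounds past the cut are filed as inactive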
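Assay system: parental CHO cells; Read-out basis: percent inhibition of ATP-evoked calcium rise, normalized to controls; Benchmarks: ATP and no-ATP DMSO wells; Compound dosing: single nominal dose of 5.6 µM per compound; Signal: Fluo-8 calcium dye fluorescence; Also added: ATP as calcium-mobilizing challenge; Repeats: singlicate.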
M1 ag – human M1 muscarinic receptor agonists, primary screen, Fluo-8 calcium fluorescence, CHO-K1 cells, HTS | 360,000 tested, 0.33% active | CHO-K1 hM1, agonist mode; 0% DMSO, 100% acetylcholine EC100 | activation, % at 3 µM | Muscarinic acetylcholine receptor M1 (Homo sapiens), P11229;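 active = activation above the run's mean compound activation plus 3 SD, cut at about 16% in these data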;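 note: peak over basal fluorescence ratio within a 140 s kinetic read after compound addition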
Target sequence (P11229 whole entry, looked up): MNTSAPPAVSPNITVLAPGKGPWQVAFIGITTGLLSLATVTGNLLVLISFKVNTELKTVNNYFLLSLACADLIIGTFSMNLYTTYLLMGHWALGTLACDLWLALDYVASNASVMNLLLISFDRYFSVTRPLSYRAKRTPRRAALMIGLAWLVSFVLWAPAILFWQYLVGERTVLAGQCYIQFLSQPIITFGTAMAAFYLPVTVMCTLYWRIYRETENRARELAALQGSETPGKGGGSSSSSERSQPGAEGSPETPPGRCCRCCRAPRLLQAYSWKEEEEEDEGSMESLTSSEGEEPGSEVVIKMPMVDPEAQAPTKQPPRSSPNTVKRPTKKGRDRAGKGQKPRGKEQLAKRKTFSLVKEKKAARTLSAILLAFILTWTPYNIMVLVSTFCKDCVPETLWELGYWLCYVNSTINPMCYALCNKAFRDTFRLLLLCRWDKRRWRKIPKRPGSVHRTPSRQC
* = called active by the depositor; . = no result given; & = joins results of further samples. No enrichment for hits; overall some 3.3% were active at least once.

SMILES	V1R ag counter	TAAR1 antag	CHO-K1 Ca antag	CHO-K1 Ca ag	TAAR1 ag	OXTR potentiate	CHO-K1 Ca PAM	CHO parental Ca	M1 ag
CCC(C(=O)OCC(=O)c1ccc(OC)cc1OC)c1ccccc1 (stereo unspecified)	-0.4	6	-20	7.4	6	-12	16	-5	-2
COc1ccc(CN2CCNC(=O)C2CC(=O)N(C)Cc2ccon2)c(OC)c1 (stereo unspecified)	-0.1	-1	8	1.7	2	-8	12	-8	-5
O=C(CSCc1ccccc1)Nc1ccc(Cl)cn1	-1.0	.	2	-0.3	.	-16	-4	8	-4
O=C(Nc1cccc(Cl)c1)c1ccc(NC2=NC3CS(=O)(=O)CC3S2)cc1 (stereo unspecified)	0.0	1	-16	0.1	2	2	26	-5	-4
Cc1cn([C@H]2C[C@H](O)[C@@H](/C=C/C(=O)NCC(c3ccccc3)c3ccccc3)O2)c(=O)[nH]c1=O	.	-10	-11	0.6	1	.	1	.	-2
CCOP(=O)(c1ccccc1)C(O)c1ccc(Br)cc1 (stereo unspecified)	-0.1	13	8	-0.2	1	-7	6	-14	-1
CN(Cc1ccco1)C(=O)C(Cc1ccccc1)NS(=O)(=O)c1ccc2c(c1)CCC(=O)N2 (stereo unspecified)	-1.3	3	-1	0.0	0	-3	17	-12	-3
Cc1ccc(C(=O)OCC(=O)NC(=O)NCc2ccccc2)cc1C	-0.1	50*	-10	-0.2	30	-4	-6	4	-2
Cc1ccc(C(=O)Nc2ccc(Oc3cccc(C(F)(F)F)c3)nc2)cc1	7.0	32	-1	1.7	40*	-15	-9	-1	-3
CCOC(=O)c1sc(N)c(C(=O)OCC)c1C	-0.4	-14	4	-0.3	-4	4	6	0	-5
CC1CCN(CCCCOc2ccc(C(=O)c3ccccc3)cc2)CC1	2.3	-5	-5	1.5	10	0	11	-16	-3
CC(=O)Nc1cc(C(=O)N2CCc3ccccc3C2)ccc1Sc1ccc(F)cc1	8.2	3	-16	4.8	4	-4	10	-18	-4
O=C(N=C1SC2CS(=O)(=O)CC2N1c1cc(Cl)ccc1Cl)C1CC1 (stereo unspecified)	-0.8	-15	-18	0.4	3	-5	-1	12	-2
CC(=O)NCCC(=O)N1CCCC(C(=O)c2ccc3c4c(cccc24)CC3)C1 (stereo unspecified)	-0.3	-19	-7	0.5	-2	-1	-3	-4	-6
O=C(Cn1c(O)c(N=NC(=O)c2ccncc2)c2ccccc21)Nc1ccccc1	0.8	-1	.	.	0	-1	.	-7	.
CCN1C(=O)[C@H]2[C@@H](c3ccc(-c4ccc(OC)cc4)c(OC)c3)N[C@@](CC(C)C)(C(=O)OC)[C@H]2C1=O	-0.7	3	-4	0.4	4	-3	16	-23	-2
Cc1ccc(C(=O)CSc2nnc(CNc3ccc(F)cc3)o2)cc1	1.8	1	-10	1.7	1	2	11	-19	-4
Cc1cc2c(ncn2C(C)C)c(N)c1C	-0.3	-6	-16	-0.1	9	3	12	8	-4
O=C1N(c2ccccc2C(F)(F)F)O[C@]1(c1ccccc1)C1CCCC1	-0.7	41	-16	0.0	8	-4	3	-27	-9
COc1ccc(-c2nc3ccccc3nc2-c2ccccc2)cc1	-1.6	4	-8	1.6	4	0	20	-13	-11
CCOC(=O)[C@]12CCCC=C1N(Cc1ccco1)C(=O)[C@H](CC(=O)NCc1cccs1)C2	.	-3	-12	0.4	-1	.	19	.	.
COc1cc(O)ccc1C(=O)CCc1ccc(O)cc1	3.9	-8	0	2.3	4	-12	-2	0	-1
COC(=O)c1cccc(C23CC4(C2)[C@H](CN(Cc2ccc(-c5ccccc5)cc2)[C@@H]4c2ccccc2)C3c2ccc(C(F)(F)F)cc2)c1 (stereo partly specified)	0.2	-9	.	.	2	-3	.	-15	.
COc1cc(NC(=O)c2cnc(N)s2)cc(C(=O)Nc2cccc(C(F)(F)F)c2)c1	0.4	30&31	1	0.7	1&5	0	-1	-20	-1

An excerpt from above in order of SMILES length, lowest first:
SMILES	V1R ag counter	TAAR1 antag	CHO-K1 Ca antag	CHO-K1 Ca ag	TAAR1 ag	OXTR potentiate	CHO-K1 Ca PAM	CHO parental Ca	M1 ag
Cc1cc2c(ncn2C(C)C)c(N)c1C	-0.3	-6	-16	-0.1	9	3	12	8	-4
COc1cc(O)ccc1C(=O)CCc1ccc(O)cc1	3.9	-8	0	2.3	4	-12	-2	0	-1
COc1ccc(-c2nc3ccccc3nc2-c2ccccc2)cc1	-1.6	4	-8	1.6	4	0	20	-13	-11
Cc1ccc(C(=O)CSc2nnc(CNc3ccc(F)cc3)o2)cc1	1.8	1	-10	1.7	1	2	11	-19	-4
O=C(N=C1SC2CS(=O)(=O)CC2N1c1cc(Cl)ccc1Cl)C1CC1 (stereo unspecified)	-0.8	-15	-18	0.4	3	-5	-1	12	-2
CC(=O)Nc1cc(C(=O)N2CCc3ccccc3C2)ccc1Sc1ccc(F)cc1	8.2	3	-16	4.8	4	-4	10	-18	-4
O=C(Cn1c(O)c(N=NC(=O)c2ccncc2)c2ccccc21)Nc1ccccc1	0.8	-1	.	.	0	-1	.	-7	.
COc1cc(NC(=O)c2cnc(N)s2)cc(C(=O)Nc2cccc(C(F)(F)F)c2)c1	0.4	30&31	1	0.7	1&5	0	-1	-20	-1
CCN1C(=O)[C@H]2[C@@H](c3ccc(-c4ccc(OC)cc4)c(OC)c3)N[C@@](CC(C)C)(C(=O)OC)[C@H]2C1=O	-0.7	3	-4	0.4	4	-3	16	-23	-2
COC(=O)c1cccc(C23CC4(C2)[C@H](CN(Cc2ccc(-c5ccccc5)cc2)[C@@H]4c2ccccc2)C3c2ccc(C(F)(F)F)cc2)c1 (stereo partly specified)	0.2	-9	.	.	2	-3	.	-15	.

(more compounds)
SMILES	V1R ag counter	TAAR1 antag	CHO-K1 Ca antag	CHO-K1 Ca ag	TAAR1 ag	OXTR potentiate	CHO-K1 Ca PAM	CHO parental Ca	M1 ag
O=C(NC1CCCCCC1)C1CCCN(c2ncccn2)C1 (stereo unspecified)	2.1	3	14	1.4	-2	1	7	-23	-4
CCOC(=O)N1CCN(C(=O)c2ccc(C)c(S(=O)(=O)Nc3cccc(C)c3C)c2)CC1	-0.3	-11	-12	-0.1	10	0	9	-25	-12
Cc1ccccc1-c1nc(CS(=O)(=O)CC(=O)NCCCN2CCOCC2)c(C)o1	1.7	-13	-8	0.9	-2	-3	-5	-25	-3
CSc1ccc(S(=O)(=O)Nc2ccc(F)cc2)cc1	11	23	-5	8.5	39*	-30	-7	-3	2
CCc1cc(=O)oc2cc(C)c(CN3CCCC(C)C3)c(O)c12 (stereo unspecified)	0.3	7	-8	0.6	51*	2	5	-9	-4
O=S(=O)(/N=C(/Nc1ccc(F)cc1F)c1ccc(Cl)cc1)c1ccccc1	0.2	-1	8	-0.1	1	-3	-6	-6	-2
CCOc1ccc(S(=O)(=O)n2nc(C)c(S(=O)(=O)N3CCOCC3)c2C)cc1	0.7	-13	-10	1.2	3	-3	10	-3	-4
Cc1cc(C)cc(NC(=O)c2ccc([N+](=O)[O-])o2)c1	.	7	-12	1.2	5	.	28	.	-9
N#CC(=C1C=C(Br)C(=NO)C=C1Cl)c1cccc2ccccc12	.	-21	7	0.5	0	.	2	.	-1
O=C(COC(=O)c1cc(S(=O)(=O)N2CCCCC2)ccc1Cl)NCc1ccco1	0.7	5	-3	1.6	7	-5	0	-10	-10
Oc1ccc(Cn2ccnc2)c2cccnc12	-0.4	-2	1	-0.2	3	-8	16	-18	-3
Cc1ccc(CN2CC(C(=O)Nc3ccc(C)cn3)CC2=O)cc1 (stereo unspecified)	-0.5	-10	2	0.1	3	-7	-8	3	5
COc1ccccc1OC(C)C(=O)Nc1ccc2c(c1)OCCO2 (stereo unspecified)	0.8	-15	8	0.7	1	-15	4	-22	-2
COc1ccc(C)cc1NC(=O)C1CCCN(S(=O)(=O)c2cccs2)C1 (stereo unspecified)	1.7	-9	-1	10	0	1	-3	-21	-6
CCOc1ccccc1NC(=O)c1cc(C(=O)c2cc(OC)ccc2O)coc1=N	-0.4	-4	0	0.7	1	-8	16	-13	-4
COc1ccc(NC(=O)CSCC(=O)N(C)Cc2c(F)cccc2Cl)cc1	0.5	-9	-10	0.7	1	3	2	5	-6
CC1CC(C)(C)NC(=S)N1CC(=O)NCc1ccc2c(c1)OCO2 (stereo unspecified)	2.7	-20	-2	0.3	3	2	10	-2	-8
CCNC(=S)N/N=C/c1cccc(OCc2c(F)cccc2Cl)c1	-0.3	57*	4	-0.3	6	-10	7	-26	-7
C=CC[C@@H](Cc1ccc(F)cc1)C(=O)OC[C@H]1CCCN1C(=O)[C@H](CC=C)CC(=O)NCCO	0.4	10	9	0.2	6	1	-18	-11	0
CCOCCCNC(=S)N1CCC(C(=O)c2ccc3c(c2)OCCO3)CC1	3.0	14	-13	2.0	5	-8	7	-13	-3
O=C(Nc1cc(C(F)(F)F)ccc1Cl)C1CCN(c2nnc(-n3cccc3)s2)CC1	.	-10	0	-0.3	2	.	-2	.	-5
CCOC(=O)C(C(=O)N(C)Cc1ccccc1)C1CCCCC1 (stereo unspecified)	-0.6	2	-13	1.8	1	-9	-1	-19	-3
Cc1ccc(-n2ncc3c2CC(C)(C)CC3NC(=O)c2c(C)noc2C)cc1 (stereo unspecified)	.	-7	1	-0.5	0	.	-9	.	-3
O=C(COC(=O)C1CC1)NC(=O)NCc1ccccc1	0.0	-9	-4	0.5	0	-1	-10	11	-3
COC(=O)C1=C(C)NC(=O)NC1c1ccc(N2CCC(c3ccccc3)=N2)cc1 (stereo unspecified)	-0.6	5	10	2.6	5	-2	-5	-17	-7
CC(=O)c1c(C)[nH]c(C(=O)OCc2nnc(-c3ccccc3)o2)c1C	8.0	23	-5	7.8	10	-23	12	-1	3
